# Assay outcomes: PubChem BioAssay, National Center for Advancing Translational Sciences (NCATS)
# HepG2 viability: qHTS for Inhibitors of TGF-b: Cytotox Counterscreen; HepG2 CAGA-GFP viability, ATP luminescence, 18 h; Potency, µM (highest dose often 46.1 µM), inactives show at the highest dose activity change, negative = cytotoxicity, actives largely listed as cytotoxic; actives 0.76% (n = 410,000); AID 588856, 2011; also: potency is read from the fitted curve at half-maximal effect; some results filed as inactive show a strong effect at the top dose
#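 CellTiter-Glo luminescence gave cytotoxicity after 18 hours at 37 degrees C. The cells were HepG2 CAGA-GFP in 1% FBS DMEM, stimulated with 500 pg/mL TGF-beta after compound addition. %Activity was normalised to no-cell wells (complete cell-killing) and DMSO (no toxicity), and curves were fitted and classified.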
# ATXN2 expr inh: Primary qHTS for Inhibitors of ATXN expression. HEK-293 ATXN2-luciferase reporter, luminescence, 24 h. Potency, µM (series often up to 57 µM), inactives show at the highest dose activity change, negative = inhibition, hits mostly inhibitors. actives 0.72% (n = 360,000); also: potency is read from the fitted curve at half-maximal effect; % is scaled to controls: 0 for no effect and ±100 for the full control effect; nearly all actives have a fitted effect of over 55% in size
#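 qHTS (up to 57 uM final) was run with 24 h compound exposure of reporter cells at 37 °C. Each well was multiplexed: SteadyGlo luminescence measured ATXN2-luciferase expression after a fluorogenic Gly-Phe-AFC viability readout (25 uM final).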
# HT1080 IDH1KD tx: qHTS for induction of synthetic lethality in tumor cells producing 2HG: qHTS for the HT-1080-IDH1KD cell line | Potency, µM (highest dose often 46.1 µM), for inactives: top-dose activity, negative = toxicity, actives largely listed as cytotoxic | HT-1080 IDH1 knockdown viability, ATP luminescence, 48 h | actives 2% (n = 360,000) | AID 686971, 2013;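 also: potency is read from the fitted curve at half-maximal effect; 0% = DMSO wells and -100% = cell-free medium wells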
#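 CellTiter-Glo luminescence after 48 h compound exposure at 37 degrees C of IDH1-knockdown HT-1080 cells in 5% FBS RPMI. %Activity scaled between DMSO wells and cell-free media wells, with curves fitted and assigned curve classes.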
# MCF10A rerep: A quantitative high throughput screen for small molecules that induce DNA re-replication in MCF 10a normal breast cells. actives 2.9% (n = 350,000). AID 624296, 2012. MCF 10A DNA re-replication, Hoechst nuclear intensity, 48 h. Potency, µM (highest dose often 46.1 µM), for the others: at the top dose activity, positive = re-replication, hits mostly activators; also: potency is read from the fitted curve at half-maximal effect; % of control where 0% means no effect; nearly all actives have a fitted effect of over 50% in size
# HT1080NT lethal: qHTS for induction of synthetic lethality in tumor cells producing 2HG: qHTS for the HT-1080-NT fibrosarcoma cell line; actives 1.6% (n = 360,000); HT-1080-NT fibrosarcoma viability, CellTiter-Glo ATP luminescence, 48 h; Potency, µM (top dose mostly 46.1 µM), for the others: at the highest dose activity, negative = less viability, actives largely listed as cytotoxic; AID 686970, 2013;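 also: NT is the 2HG producing partner of a matched IDH1 knockdown line; potency is read from the fitted curve at half-maximal effect; 0% = DMSO-treated cells and -100% = media-only wells without cells; nearly all actives have a fitted effect of over 55% in size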
#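 HT-1080-NT fibrosarcoma cells (2HG-overproducing), 750 cells/well in RPMI with 5% FBS, dosed after 2 h and incubated 48 h at 37C. CellTiter-Glo luminescence normalized to DMSO and no-cell wells; concentration-response curves fitted and classed.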
# KB-3-1 tox: qHTS assay for MDR1-selective chemotherapeutics: Primary screen using the parental adenocarcinoma cell KB-3-1. KB-3-1 viability, CellTiter-Glo ATP luminescence, 72 h. actives 1.4% (n = 400,000). Potency, µM (doses to about 46.1 µM), for inactives: at the top dose activity change, negative = cytotoxic, hits mostly cytotoxic. AID 1347075, 2019; also: potency is read from the fitted curve at half-maximal effect; % is scaled to controls: 0 for no effect and ±100 for the full control effect; nearly all actives have a fitted effect of over 60% in size
#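 Cells are dispensed, compounds pinned in, plates held at 37 °C for 72 h, then CellTiter-Glo is added and luminescence read after 10 minutes. Cell line: parental KB-3-1 in phenol-red-free DMEM, 10% FBS.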
# IL-1B inflam inh: qHTS for Inhibitors of Inflammasome Signaling: IL-1-beta AlphaLISA Primary Screen | THP-1 LPS/ATP IL-1B secretion, AlphaLISA, 16 h; active compounds read low | activity change, % at 57.5 µM | actives 4.7% (n = 360,000); in the data active = activity change below about -50%; inconclusive = mostly about -30% to -49%; also: % is scaled to controls: 0 for no effect and ±100 for the full control effect
#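 Secreted IL-1B measured by AlphaLISA bead assay after 16 h compound exposure of THP-1 cells; compounds (final up to 57.5 uM) added 1 h before LPS (250 ng/mL) and ATP (1.25 mM) stimulation; lower signal means less secretion.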
# SW480 rereplic: A quantitative high throughput screen for small molecules that induce DNA re-replication in SW480 colon adenocarcinoma cells | SW480 DNA re-replication, Hoechst DNA content imaging, 48 h | Potency, µM (series often up to 46.1 µM), inactives show at the top dose re-replication activation, actives largely listed as activators | actives 1.8% (n = 340,000); also: potency is read from the fitted curve at half-maximal effect; % of control where 0% means no effect; nearly all actives have a fitted effect of over 55% in size
#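 Treated cells incubate 48 hr (37 C, 5% CO2), are stained 40 min with Hoechst, and nuclear fluorescence is enumerated; a rise in nuclei with high DNA signal marks re-replication.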
# S2 tox: Viability Counterscreen for Primary qHTS for Inhibitors of ATXN expression. S2 cells (HEK-293 line with an ATXN2-luciferase reporter) viability, CellTiter-Fluor protease fluorescence, 24 h. actives 0.49% (n = 400,000). Potency, µM (series often up to 56.7 µM), hits mostly cytotoxic; also: potency is read from the fitted curve at half-maximal effect; nearly all actives have a fitted effect of over 40% in size
# Starred values were filed as active, the others as inactive; i = inactive; ? = inconclusive; / = not tested or not shown; & = joins results of further samples; [ ] = remark or other dose. Unless noted, calls follow the shape of the dose curve; as a rule, active = well fitted curve in the direction sought with a large enough effect; inconclusive = small, poorly fitted or top-dose-only effect, or another doubt; inactive = no such curve, though single readings can be large; an effect the other way counts as inactive or inconclusive. Outcome played no part in choosing rows (roughly 8.9% active in at least one column).
SMILES | S2 tox | HT1080 IDH1KD tx | KB-3-1 tox | HT1080NT lethal | MCF10A rerep | SW480 rereplic | ATXN2 expr inh | IL-1B inflam inh | HepG2 viability
N/C(=N\OC(=O)c1cc(Cl)ccc1Cl)c1cccnc1 | ? | ? | 0% | ? | 1% | 4%[9.22 µM] | 48%[activator] | 15 | -15%
CCc1cccc2c1NC(=O)C2(O)CC(=O)c1cccs1 (configuration not stated) | i | 9% | -8% | 1% | -5% | -2% | / | 0 | -1%
CCOC(=O)c1ccccc1NC(=S)N1CCC(N2CCCCC2)CC1 | i | 0% | 6% | -9% | -53%[inhibitor] | 13% | -6% | 12 | 3%
CCc1nnc(NC(=O)c2ccc(S(=O)(=O)N(CC)CC)cc2)s1 | i | 9% | 14% | 17% | 25% | -3% | 7% | -18 | 16%
COc1ccc(Cl)cc1/C=N/NC(=O)c1c(-c2ccccc2)noc1C | i | -1% | 12% | 12% | 7% | 2% | -11% | 42 | -15%
CCN(CC)S(=O)(=O)c1ccc(NC(=O)COC(=O)c2cnc(C)cn2)cc1 | i | 17% | 19% | 8% | 15% | -22% | 2% | -8 | 13%
CC(=O)N/C(=N/c1nc(C)cc(C)n1)Nc1cc(C)cc(C)c1 | i | 2% | -14% | 5% | 4% | -8% | -7% | 63 | -1%
Cc1cccc(OCC(=O)Nc2nnc(S(=O)(=O)N3CCCCCC3)s2)c1 | i | -2% | -10%&-3% | -6% | -5% | -7% | 0%&11% | -7 | -40%&-10%
O=C(COC(=O)c1ccc(Br)o1)Nc1cccc(S(=O)(=O)N2CCCCC2)c1 | i | -2% | ? | 1% | 6% | -17% | 4% | -6 | -2%
Cc1cccc(OCc2nc(-c3nonc3N)no2)c1C | i | -28% | 12% | -29% | 3% | -2% | 61%[activator] | -7 | -1%
COc1cc(Nc2cc(C)nc3ncnn23)cc(OC)c1 | i | 1% | -26% | 29% | -3% | -12% | 22% | 27 | 0%
Cc1cc(C)cc(N(CC(=O)Nc2c(C)n(C)n(-c3ccccc3)c2=O)S(C)(=O)=O)c1 | ? | 10% | -2% | 8% | 1% | 0% | -10% | -6 | 4%
COc1ccc(/C=C/C(=O)Oc2ccc(/C=N\NC(=O)c3ccc(F)cc3)cc2)cc1 | i | 1% | 3% | 3% | 0% | 3% | 8% | 10 | 27%
CCOc1ccc2nc(SCc3ccc(C(=O)OC)o3)[nH]c2c1 | i | 15% | 7% | 0% | -1% | -4% | 0% | 21 | -2%
Cc1cc(NC(=O)c2ccccc2)ccc1NC(=O)c1ccccc1Cl | i | 0% | 2% | 5% | 10% | ? | 6% | -14 | -3%
CCCCN1C(=O)C(=O)N(CC(=O)N2CCc3ccccc32)C1=O | i | 10% | 2% | 14% | -6% | -10% | 3% | 3 | 3%
Cc1noc(C)c1C(=O)N(C)Cc1ccccc1 | i | -5% | 3% | -3% | 0% | ? | -9% | 6 | 26%
Cc1c(Cl)cccc1NC(=O)CNc1ccccc1F | i | -17% | 17% | -1% | 1% | / | 22% | -13 | -11%
CC1CN(C(=O)CCC(=O)NCc2cccnc2)c2ccccc2O1 (configuration not stated) | ? | -2% | 0% | 13% | 4% | -13% | -19% | 31 | 0%
CC(C)c1ccccc1NC(=O)COC(=O)CNC(=O)c1ccc(Br)cc1 | i | 11% | 8% | 10% | 6% | -6% | 0% | i | 7%
O=C(NCc1ccccc1)C(=O)NCC(c1cccnc1)N1CCN(c2ccccc2)CC1 (configuration not stated) | i | / | -22% | / | / | / | -13% | / | -30%
COC(=O)c1ccc(C(=O)N(C)C2CCCN(Cc3ccccc3F)C2)cc1 (configuration not stated) | i | 0% | -2% | 1% | 21% | -21% | -12% | 19 | -14%
CCOC(=O)C1=C(N)Oc2ccc3ccccc3c2C1c1cccnc1 (configuration not stated) | i | -21% | ? | ? | ? | -1%[9.22 µM] | 4% | -10 | -55%
Cc1cc(C)c(NC(=O)/C=C\C(=O)O)c(Cl)c1 | i | 5% | -9% | 2% | -3% | -2% | 6% | 0 | 1%
Cc1csc(=O)n1CC(=O)OCC(=O)NCc1ccc(F)cc1 | i | 9% | -11% | 0% | -2% | -7% | 1% | -6 | -2%
COc1ccccc1N1CCN(C(=O)c2cc(C)on2)CC1 | i | 0% | -4% | 25% | -7% | -9% | 6% | 2 | 7%
O=S(=O)(Nc1nc2ccccc2nc1Nc1ccc(N2CCOCC2)cc1)c1cc(Cl)ccc1Cl | i | 23% | ? | 19% | ? | 1% | 1% | 32 | 0%
CCCNC(=O)C1(C)CCN(Cc2ccc3ccccc3c2Br)C1 (configuration not stated) | i | ? | 0% | -22% | / | / | -22% | -14 | -19%
O=C(Cc1ccsc1)N1CCN(S(=O)(=O)c2cc(C(F)(F)F)cc(C(F)(F)F)c2)CC1 | i | 14% | 24% | 1% | ? | ? | 11% | i | -36%
Cc1ccc2cc(-c3noc(C4CCCO4)n3)c(=O)[nH]c2c1 (configuration not stated) | i | 18% | 13% | 5% | 2% | -1% | 21% | -4 | 2%
O=C(NC1CCCC1)C(c1ccco1)N(Cc1ccccc1)C(=O)c1csnn1 (configuration not stated) | i | -5% | 3% | 2% | 2% | -2% | 3% | -9 | -9%
C#CCN1C=CC(=O)[C@@H](OC(=O)Nc2ccc(OC)cc2)[C@H]1c1ccccc1Br | i | -1% | 3% | 1% | 28% | ? | 0% | -21 | -2%
COc1ccc(C2C(C(=O)N3CCN(C)CC3)c3cc(OC)c(OC)cc3C(=O)N2C)cc1 (configuration not stated) | i | 7% | -3% | 4% | 12% | 2% | -4% | 24 | 16%
Cc1cc(C)nc(NC(=S)Nc2ccc(F)cc2F)c1 | i | 12% | 3% | 16% | -33%[inhibitor] | 15% | 21% | 16 | 0%
NC(=O)c1ccccc1NS(=O)(=O)c1ccc(F)cc1 | i | 11% | 1% | 17% | -1% | 1% | -4% | -13 | 5%
COc1ccc(C(CCNC(C)c2ccccc2)c2ccc(F)cc2)cc1 (configuration not stated) | ? | 18µM* | ? | ? | ? | -52%[inhibitor] | 28µM* | -50* | -73%
Nc1nc2ccc(Cl)cc2cc1C(=O)NCCCN1CCOCC1 | / | 6% | 13% | 20% | / | / | / | 27 | /
CCc1cc2c(N3CCN(C(=O)c4ccco4)CC3)ncnc2s1 | i | -3% | -5% | -10% | 0% | 2% | 2% | -1 | 3%
COc1ccccc1CNC(=O)C(=O)NCC1CCCN1S(=O)(=O)c1cc(C)ccc1C (configuration not stated) | i | -1% | 0% | 0% | / | / | / | 19 | -23%
Cc1cccc(C)c1NC(=O)CN(C)C(=O)CN1C(=O)NC(C)(C)C1=O | i | 6% | 4% | 1% | -5% | -1% | 12% | 3 | 6%
Cc1ccc(-n2c(SCC(=O)Nc3cccc(S(N)(=O)=O)c3)nc3ccccc32)cc1 | i | ? | 15µM* | -3% | 16µM* | 17% | -35% | 27 | -24%
CCOC(=O)c1c(CC(C)C)csc1NC(=O)COC(=O)C1=NNC(=O)CC1 | i | 10% | 1% | 12% | 11% | 0% | -3% | 11 | 4%
CCCCNC(=O)CCC(=O)NNc1nc2ccccc2c2nc(-c3ccccc3)nn12 | ? | -10% | -10%&2% | -17% | 8% | 1% | -9%&107% | 22 | -8%&-32%
O=C(Cc1ccccc1)Nc1ccc(N2CCN(Cc3ccccc3F)CC2)cc1 | i | -22% | 16% | -12% | 19% | 0% | -13% | 0 | -13%
O=CNc1cc2c(cc1Br)-c1ccccc1C2O (configuration not stated) | i | 10% | 0% | 7% | 8% | -4% | 6% | -17 | -38%
CCC(=O)NC(=S)Nc1ccc(NC(=S)NC(=O)c2ccccc2)cc1 | ? | -2% | 11% | -7% | -1% | 0% | / | 1 | -19%
COc1cc(OC)cc(C(=O)N2CCN(C(=O)c3cccc(F)c3)CC2)c1 | i | 3% | 9% | 6% | -18% | -3% | -5% | 1 | -16%
COC(=O)CN(c1ccc(OC)c(OC)c1)S(C)(=O)=O | i | 2% | 14% | 12% | -3% | -3% | 3% | -6 | -15%
Cc1ccc2nc(N3CCC(C(=O)O)CC3)nc(-c3ccccc3)c2c1 | / | 3% | 3% | -4% | 21µM* | 0% | 3% | 2 | 4%
CCN(CC)CCNC(=O)CNC(=S)N(CCCN1CCOCC1)Cc1cccs1 | i | -16% | 6% | -7% | 1% | 0% | -31% | -2 | 7%
Cc1cccc(Cn2nc(-n3cccc3)c3c(C)cc(C)nc32)c1 | i | 5% | 0% | -3% | -7% | -11% | -12% | 4 | -56%
Cc1ccc(S(=O)(=O)N(CC(=O)NC2CCCCCC2)c2ccccc2F)cc1 | i | -27% | 10% | 0%[9.24 µM] | 12% | -7% | -3% | -9 | -1%
CC1(C)OC(c2ccccc2)=C/C(=C/C=N/NC(=O)c2ccncc2)O1 | i | -21% | 3% | -15% | 1% | 9% | -34% | 30 | -15%
Cc1ccc(OCC(=O)Nc2cccc(S(=O)(=O)N3CCCCC3)c2)c([N+](=O)[O-])n1 | i | -6% | -4% | -4% | -1% | 1% | -6% | 26 | -9%
CCOc1ccc(CNn2cnnc2)cc1 | i | 8% | -18% | 7% | -2% | 26% | 0% | -16 | -4%
O=C(CCCN=C1NS(=O)(=O)c2ccccc21)OCC(=O)N1CCc2ccccc21 | i | 11% | 0% | 4% | -1% | -1% | 1% | 30 | -19%
OC(CN1CCCCC1)CN1CCCCC1 | i | 11% | 0% | 14% | -5% | -7% | 10% | ? | -35%
